NRP1-CendR mod: NRP-1/CendR interaction modulation; 0.85% of 360,000 active; inhibition, % at 25 µM; FAM-RPARPAR peptide binding to NRP-1, fluorescence polarization; O14786;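 active = inhibition or corrected inhibition above about 18%, plus a signal ratio from 0.5 to 1.5, limit read from the data, passing the limit was not always enough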; also: strong numbers were not always called active
Target sequence (O14786 whole entry, looked up): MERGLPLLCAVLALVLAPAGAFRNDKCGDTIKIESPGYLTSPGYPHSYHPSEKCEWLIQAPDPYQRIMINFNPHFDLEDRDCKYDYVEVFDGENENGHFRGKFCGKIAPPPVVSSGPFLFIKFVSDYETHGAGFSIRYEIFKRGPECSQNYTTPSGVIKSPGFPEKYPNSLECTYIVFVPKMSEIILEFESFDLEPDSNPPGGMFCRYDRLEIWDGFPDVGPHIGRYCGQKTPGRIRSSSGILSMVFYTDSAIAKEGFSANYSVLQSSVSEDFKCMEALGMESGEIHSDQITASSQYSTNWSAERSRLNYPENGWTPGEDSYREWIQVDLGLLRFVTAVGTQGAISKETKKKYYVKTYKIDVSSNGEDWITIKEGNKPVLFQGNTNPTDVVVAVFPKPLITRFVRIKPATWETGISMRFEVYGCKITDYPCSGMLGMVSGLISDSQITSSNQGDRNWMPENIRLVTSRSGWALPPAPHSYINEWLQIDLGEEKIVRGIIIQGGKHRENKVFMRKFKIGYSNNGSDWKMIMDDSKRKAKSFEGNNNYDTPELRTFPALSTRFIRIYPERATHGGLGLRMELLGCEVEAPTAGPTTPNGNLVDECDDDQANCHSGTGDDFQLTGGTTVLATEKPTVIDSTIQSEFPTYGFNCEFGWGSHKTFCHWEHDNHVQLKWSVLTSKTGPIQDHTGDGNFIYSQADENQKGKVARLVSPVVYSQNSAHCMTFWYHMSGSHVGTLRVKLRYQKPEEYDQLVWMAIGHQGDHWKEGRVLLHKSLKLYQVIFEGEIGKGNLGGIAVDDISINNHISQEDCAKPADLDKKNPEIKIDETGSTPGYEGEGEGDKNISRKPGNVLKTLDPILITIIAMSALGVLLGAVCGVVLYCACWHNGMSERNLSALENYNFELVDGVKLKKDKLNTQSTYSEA
eLon inh: E. coli protease La inhibition; AID 602123; 0.42% of 360,000 active; P0A9M0; purified E. coli Lon protease, fluorescence polarization; inhibition, % at 7.94 µM; in the data active = inhibition above about 13%, passing the limit was not always enough;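 also: 0% = enzyme with probe and DMSO and 100% = no enzyme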
SKN-1 block: inhibitors of C. elegans SKN-1; 0.49% of 360,000 active; C. elegans VP596 Pgst-4::GFP/RFP ratio, acrylamide-induced, 24 h; AID 624304; inhibition, % at 21.8 µM;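 active = interference check ratio from 0.5 to 1.5 plus GFP to RFP signal ratio inhibition reaching or exceeding a fixed threshold, cut at about 30% in these data, passing the limit was not always enough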; also: some compounds called inactive have numbers as strong as hits
Rin1 Abl inh: blocks binding of human Rin1 to Abl; P00519+Q13671; inhibition, % at 7.35 µM; TR-FRET Rin1/Abl binding, biochemical; 0.4% of 360,000 active; in the data active = inhibition above about 5%, passing the limit was not always enough
MLLE-PAM2 inh: blocks PAM2 peptide binding to the PABP1 MLLE domain | P11940 | GST-MLLE / FITC-PAM2 fluorescence polarization | inhibition, % at 20 µM | 0.36% of 360,000 active | AID 588489; in the data active = inhibition above about 35%, passing the limit was not always enough;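 also: plate controls were DMSO wells with GST-MLLE for no effect and wells lacking GST-MLLE protein for full effect; some results filed as inactive read as strong as hits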
Neddyl block: cullin neddylation inhibition; P61081+Q13564; TR-FRET cullin neddylation, biochemical; calls only at 25 µM; 0.58% of 360,000 active; AID 651699; in the data active = inhibition above about 36%
bovine MsrA act: activates bovine MsrA enzyme; purified bovine MsrA, absorbance read-out; activation, % at 10.6 µM; 0.3% of 360,000 active; in the data active = activation above about 7.5%;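 also: 0% = vehicle and 100% = reference activator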
MT1-MMP act inh: blocks activation of human MT1-MMP; P50281; HT1080 RFP-PRO-GFP cells, GFP/RFP ratio fluorescence, overnight; percent of plate control window, DMSO zero; GFP/RFP ratio change, % at 20 µM; 0.061% of 360,000 active; AID 651647;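 active = GFP/RFP ratio change of at least 30% with cell ATP level not reduced by more than half and red fluorescence within 50% of control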; also: strong numbers were not always called active
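Assay system: RFP-PRO-GFP reporter HT1080 cells; read-out basis: GFP/RFP fluorescence ratio; benchmarks: DMSO wells and RFP-L50D-GFP cells; doses: 20 µM single dose, 1% DMSO; schedule: overnight cell settling, then overnight compound exposure, 37 °C, 5% CO2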
FAS TE block: inhibitors of human fatty acid synthase thioesterase domain; P49327; 0.67% of 360,000 active; inhibition, % at 15 µM; recombinant FAS-TE, OMFH fluorogenic substrate, fluorescence endpoint; AID 602261;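 active = compounds whose normalised, plate-corrected inhibition of enzyme fluorescence in the single-dose primary screen is 50% or more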;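 also: 0% = DMSO with enzyme and 100% = substrate without enzyme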
* marks the source's active call; other numbers are inactive results; i = inactive; x = no result given.

Start of the data: the first 9 entries (preview)
#	SMILES	NRP1-CendR mod	eLon inh	SKN-1 block	Rin1 Abl inh	MLLE-PAM2 inh	Neddyl block	bovine MsrA act	MT1-MMP act inh	FAS TE block
1	Cc1cccc(NC(=O)c2cnccn2)c1	-8	5	4	3	3	i	-6	2	-3
2	CCC1CCc2sc(C(=O)NCC3CCCO3)cc2C1 (configuration not stated)	6	-5	10	0	25	i	-2	4	-1
3	O=C(Nc1ccc(N2CCOCC2)cc1)c1c(F)cccc1Cl	-3	2	-9	0	-7	i	-7	4	-7
4	Cc1ccc(NC(=O)COC(=O)c2ccco2)cc1	1	15	11	0	0	i	-6	5	-4
5	CC(=O)N1CCc2cc(S(=O)(=O)CCC(=O)Nc3cccc(F)c3)ccc21	7	3	23	0	21	i	-3	-3	-2
6	O=C(COC(=O)/C=C/c1ccc(S(=O)(=O)N2CCOCC2)cc1)NCc1ccc(F)cc1	14	4	-2	0	-17	i	-5	1	2
7	CC(C)(C)SC(=O)C[C@@H]1NS(=O)(=O)OC2CCCCC21 (some centres not stated)	8	-15	12	4	9	i	-5	-2	-10
8	COc1cccc(N(C(=O)Cn2nnc(-c3ccc(C)cc3)n2)C(C(=O)NC(C)(C)C)c2c[nH]c3ccccc23)c1 (configuration not stated)	-8	-14	-4	0	2	i	-5	-30	24
9	CCNS(=O)(=O)c1ccc(Br)c(OC)c1	-7	-2	-8	-2	-3	i	0	4	-8

The whole of this part (from the top)
#	SMILES	NRP1-CendR mod	eLon inh	SKN-1 block	Rin1 Abl inh	MLLE-PAM2 inh	Neddyl block	bovine MsrA act	MT1-MMP act inh	FAS TE block
1	Cc1cccc(NC(=O)c2cnccn2)c1	-8	5	4	3	3	i	-6	2	-3
2	CCC1CCc2sc(C(=O)NCC3CCCO3)cc2C1 (configuration not stated)	6	-5	10	0	25	i	-2	4	-1
3	O=C(Nc1ccc(N2CCOCC2)cc1)c1c(F)cccc1Cl	-3	2	-9	0	-7	i	-7	4	-7
4	Cc1ccc(NC(=O)COC(=O)c2ccco2)cc1	1	15	11	0	0	i	-6	5	-4
5	CC(=O)N1CCc2cc(S(=O)(=O)CCC(=O)Nc3cccc(F)c3)ccc21	7	3	23	0	21	i	-3	-3	-2
6	O=C(COC(=O)/C=C/c1ccc(S(=O)(=O)N2CCOCC2)cc1)NCc1ccc(F)cc1	14	4	-2	0	-17	i	-5	1	2
7	CC(C)(C)SC(=O)C[C@@H]1NS(=O)(=O)OC2CCCCC21 (some centres not stated)	8	-15	12	4	9	i	-5	-2	-10
8	COc1cccc(N(C(=O)Cn2nnc(-c3ccc(C)cc3)n2)C(C(=O)NC(C)(C)C)c2c[nH]c3ccccc23)c1 (configuration not stated)	-8	-14	-4	0	2	i	-5	-30	24
9	CCNS(=O)(=O)c1ccc(Br)c(OC)c1	-7	-2	-8	-2	-3	i	0	4	-8
10	CN(C)S(=O)(=O)N(CC(=O)Nc1ccc(S(=O)(=O)N2CCCC2)cc1)c1ccccc1	18	0	3	-2	5	i	3	1	6
11	Cc1cccc(NC(=O)COC(=O)c2cccc(S(=O)(=O)N3CCCCCC3)c2)c1	1	-13	-4	2	-3	i	1	9	32
12	COc1cc(OC)cc(-n2nnnc2SCC(=O)NCc2cccs2)c1	10	2	-11	2	1	i	-4	2	0
13	COc1cccc(C(=O)Nc2ccc3c(c2)OC[C@H](C)N(CCc2ccccc2)C[C@@H](C)[C@@H](OC)CN(C)C3=O)c1	0	x	0	x	x	i	x	1	x
14	COc1ccc(NC(=S)NNC(=O)C(C)n2nc(C)c([N+](=O)[O-])c2C)cc1 (configuration not stated)	-6	-1	-11	-1	-12	i	-11	0	-7
15	Cc1ccc(S(=O)(=O)n2cc(-c3ccccc3)c3ccccc32)cc1	21	0	1	-2	-8	i	-4	14	26
16	O=C(NNC1=NC2(CCCC2)Cc2ccccc21)c1cccnc1	5	8	15	2	12	i	-5	-2	-6
17	COCCn1c(C)cc(/C=C2/NC(=O)N(Cc3ccc(C)cc3)C2=O)c1C	-7	4	8	-2	-9	i	-3	-5	10
18	Cc1noc(C)c1COC(=O)c1cc(S(=O)(=O)N2CCOCC2)ccc1Cl	3	-2	9	2	3	i	-12	4	7
19	CCOC(=O)C(=CNc1nc2ccc(C(=O)OCC)cc2s1)C(=O)OCC	5	8	3	-2	-3	i	-2	2	-4
20	CCN(CC)CC(C)(C)C(=O)/C=C/c1ccc(/C=C/C(=O)C(C)(C)CN(CC)CC)cc1	8	-2	26	2	14	i	2	-21	-8
21	Nc1c(C(=O)CSc2nnc(Cc3ccccc3)o2)c(=O)[nH]c(=O)n1C1CC1	5	8	2	3	16	i	-3	4	-2
22	O=S(=O)(c1cccs1)N1CCN(S(=O)(=O)c2cccs2)CC1	7	-4	-3	-1	10	i	-2	0	-4
23	COc1ccc(CCNC(=O)CN2CCN(S(=O)(=O)c3ccc(Cl)cc3)CC2)cc1OC	11	0	-3	0	4	i	-2	-5	0
24	O=C(CN1C(=O)NC2(CCOc3ccccc32)C1=O)NCc1ccccc1 (configuration not stated)	5	1	-1	4	-5	i	-7	-1	-6
25	O=C(COC(=O)C1CC(=O)N(Cc2ccco2)C1)Nc1ccc(F)cc1F (configuration not stated)	-5	-6	-3	-1	6	i	0	1	-5
26	Nc1ccc(OCc2ccccc2)cc1[N+](=O)[O-]	20	1	25	1	6	i	-3	3	11
27	S=c1[nH]nc(-c2ccco2)n1-c1ccccc1Cl	-6	3	-3	-4	-33	i	-1	0	-6
28	CC(C)c1ccc(/C=N/n2c(COc3ccccc3)n[nH]c2=S)cc1	2	3	-2	2	-80	i	-1	4	17
29	O=C1NC(Cc2ccccc2)c2nc3ccc(F)cc3c(=O)n2-c2ncccc21 (configuration not stated)	-10	3	-18	-1	8	i	-4	3	-6
30	CCOc1ccc(C(=O)N/N=C(\c2ccccc2)c2ccccn2)cc1	-8	-1	-4	1	-3	i	-3	-7	11
31	COCc1cc(CN2CCN(Cc3ccsc3)C(CCO)C2)ccc1OC (configuration not stated)	10	-2	1	-1	-5	i	-4	-3	-6
32	Cc1cc(C)cc(OCC(=O)Nc2ccc(N3CCCCC3)cc2)c1	-5	-2	6	1	1	i	-6	2	-7
33	CCOc1ccccc1NC(=O)c1ccc2nc[nH]c2c1	8	-5	8	1	-3	i	2	-1	-8
34	CN(C1=NS(=O)(=O)N=C(N(C)c2ccccc2)O1)c1ccccc1	5	-16	5	5	-5	i	-4	0	-6
35	O=C(NCCCN1CCCC1=O)c1ccc(NS(=O)(=O)c2ccc(F)cc2)cc1	-9	-5	0	0	4	i	2	-5	-6
36	OCCC1CN(Cc2cccc3nccnc23)CCN1Cc1ccc(F)c(F)c1 (configuration not stated)	7	-8	-7	0	7	i	-5	0	-2
37	O=C1CS(=O)CN1c1ccc(Oc2ccccc2)cc1 (configuration not stated)	-5	-6	1	3	15	i	-4	4	-5
38	CC(=O)N(Cc1ccc(F)cc1)Cc1nc2ccccc2c(=O)[nH]1	-1	3	10	1	10	i	-2	-4	-4
39	COc1ccc(NC(=S)N2CCc3ccccc3C2)cc1	-4	14	-15	0	-126	i	-4	-2	-4
40	COCCN(CC(=O)Nc1cccc(C)c1C)C(=O)CN1C(=O)NC2(CCCCC2)C1=O	1	8	-3	2	-122	i	-3	-1	-6
41	Cc1cc(C(=O)OCC(=O)NC2CCS(=O)(=O)C2)c(C)n1-c1ccccc1 (configuration not stated)	2	-4	13	1	-5	i	0	-3	-5
42	O=C(O)C1CCCN(S(=O)(=O)c2ccc(-c3ccc(=O)[nH]n3)s2)C1 (configuration not stated)	18	0	-5	1	-4	i	-3	-1	-5
43	CCOC(=O)c1c(-c2ccc(-c3ccccc3)cc2)csc1NC(=O)CCC(=O)O	-17	12	-1	-1	-5	i	-3	3	-6
44	Cc1cccc(NC(=O)CSc2nnc(CCNC(=O)OC(C)(C)C)o2)c1C	-1	2	4	-1	-12	i	-2	-2	-4
45	CCOc1ccc(NC(=O)Nc2ccc3nsnc3c2)cc1	-1	0	-3	-5	-3	i	-10	2	-1
46	CCOC(=O)CNC(=O)c1cc(-c2ccccn2)nc2c(C)c(Cl)ccc12	-1	1	2	-4	1	i	-4	-8	25
47	Cc1ccc(C(=O)O/N=C(\N)Cc2cccc3ccccc23)cc1	-15	-22	-3	5	-5	i	-6	6	-16
48	CCOC(=O)N1CCN(S(=O)(=O)c2cc(-c3nn4c(C)nnc4c4ccccc34)ccc2C)CC1	0	-3	-18	2	4	i	-6	10	8
49	CN(C)C(=O)CCC(=O)N1CCCC(N2CCN(c3cccc(C(F)(F)F)c3)CC2)C1 (configuration not stated)	-3	-4	0	3	-7	i	2	6	-3
50	O=C(COc1ccc(-n2cnnn2)cc1)Nc1cccc(Cl)c1Cl	8	5	-2	2	-8	i	-6	-1	-4
51	CCNc1nnc(CCn2nc(C)c(Br)c2C)s1	-1	-4	2	4	-8	i	-10	3	-5
52	Cc1cccc(NC(=S)NCCCN2CCOCC2)c1	-3	-7	9	0	-1	i	-2	2	-3
53	O=S(=O)(c1ccccc1)n1cc(-c2cccc3nccn23)c2ccccc21	-19	-11	14	-6	-4	i	4	-2	7
54	Cc1ccccc1NC(=O)C1CCCN1S(=O)(=O)c1ccc2c(c1)n(C)c(=O)c(=O)n2C (configuration not stated)	-13	-8	5	-3	-4	i	-12	-2	-3
55	O=C(N/N=C/C=C/c1ccco1)c1cccc([N+](=O)[O-])c1	-3	-2	10	-2	12	i	-2	-3	6
56	CCOC(=O)C1=C(c2ccccc2)Nc2nc(C)nn2C1c1cccc(OC)c1OC (configuration not stated)	9	2	-8	-3	-5	i	-1	1	-6
57	COc1cccc(-c2nnc(NC(=O)c3ccc(S(=O)(=O)N4CCOCC4)cc3)o2)c1	-5	-9	-14	3	3	i	-6	-5	-5
58	Cc1ccccc1NC(=O)Cc1nc(COC(=O)c2ncc(Cl)c(Cl)c2Cl)cs1	-11	-7	-7	2	-28	i	-2	-1	23

Source: PubChem BioAssay
